Pin1 inhibitor = blocks the human prolyl isomerase Pin1; AID 504891; Potency, µM (series often up to 115 µM), inactives show at the highest dose activity, negative = inhibition, most hits filed as inhibitors; Pin1 FP peptide displacement, HiFluor488, 10 min; 390,000 compounds, 0.009% hits; active means well fitted inhibition curve with a large enough effect in the polarisation, with a control signal flat, not every such curve was filed as active; inconclusive means small, poorly fitted or top-dose-only effect, or effect the other way, or a change in a side signal; inactive means no such curve, though single readings can be large or run the other way; the % refers to the polarisation; further: potency means the concentration at half of the fitted maximal effect; on the % scale 0 is the no-effect control and ±100 the full control effect
Target sequence (Q13526 whole entry, looked up): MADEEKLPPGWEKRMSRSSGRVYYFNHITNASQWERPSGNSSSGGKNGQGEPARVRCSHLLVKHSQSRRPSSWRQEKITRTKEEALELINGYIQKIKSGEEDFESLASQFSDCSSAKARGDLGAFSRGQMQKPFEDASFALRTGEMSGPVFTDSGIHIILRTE
PI4K2A inh = inhibitors of human PI4K2A; activity change, negative = inhibition, % at 76.9 µM; 420,000 compounds, 0.13% hits; AID 1346378; purified PI4K2A, ADP-Glo luminescence, 1 h; stronger effect = lower value; in the data active means activity change below about -50%; inconclusive means mostly about -30% to -49%;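 further: -100% = wells without enzyme as full effect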
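Compounds are screened against recombinant PI4K2A using PI as substrate and ATP, the latter dispensed at 300 microM. Reactions run one hour at ambient temperature before ADP-Glo detection; full inhibition defined by wells lacking enzyme.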
G9a inh = G9a (human) methyltransferase inhibition | G9a H3K9 monomethylation, AlphaScreen, 2 h | Potency, µM (highest dose often 102 µM), without a hit: at the top dose activity, negative = inhibition, most hits filed as inhibitors | 350,000 compounds, 8.8% hits | AID 504332; further: potency means the concentration at half of the fitted maximal effect; on the % scale 0 is the no-effect control and ±100 the full control effect; nearly all actives have a fitted effect of over 75% in size
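Enzyme 20 nM + cpd, 15 min RT; add b-H3K9 pep 500 nM / SAM 20 uM; 2 h RT; anti-H3K9me1 Ab 0.5 ug/mL + SA donor / anti-rabbit acceptor beads 20 ug/mL each, 10 min; AlphaScreen read.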
ERG-DNA inh = inhibitors of human ERG Ets domain-DNA interaction; AID 624246; fluorescence polarization, His-ERG Ets domain / labelled DNA; 370,000 compounds, 0.028% hits; P11308; Potency, µM (titrated, usually from 76.9 µM), inactives show at the top dose FP activity, negative = inhibition, actives largely listed as inhibitors; active means well fitted inhibition curve with a large enough effect in the polarisation, with a control signal flat; inconclusive means small, poorly fitted or top-dose-only effect, or effect the other way, or a change in a side signal; inactive means no such curve, though single readings can be large or run the other way; the % refers to the polarisation;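 further: polarization taken with two DNA probes labelled with fluorescein and Texas red; potency means the concentration at half of the fitted maximal effect; % of control where 0% means no effect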
Target sequence (P11308 whole entry, looked up, the tested form may be a part): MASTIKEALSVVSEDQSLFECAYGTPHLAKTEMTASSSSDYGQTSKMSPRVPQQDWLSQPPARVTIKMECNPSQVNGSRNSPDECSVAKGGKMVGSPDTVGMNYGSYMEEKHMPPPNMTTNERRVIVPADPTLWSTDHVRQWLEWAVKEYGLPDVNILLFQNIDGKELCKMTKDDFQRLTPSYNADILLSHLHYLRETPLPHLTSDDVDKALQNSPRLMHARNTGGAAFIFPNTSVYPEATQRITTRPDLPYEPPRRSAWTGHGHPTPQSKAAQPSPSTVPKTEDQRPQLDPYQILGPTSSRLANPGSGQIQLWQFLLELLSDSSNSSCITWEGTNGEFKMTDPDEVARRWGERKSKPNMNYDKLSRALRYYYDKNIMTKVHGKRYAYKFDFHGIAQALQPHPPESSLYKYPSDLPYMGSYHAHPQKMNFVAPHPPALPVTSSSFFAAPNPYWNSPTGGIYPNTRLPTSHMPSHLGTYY
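His-tagged ERG Ets domain (1 uM in the protein solution; 300mM KCl, 50mM Tris-HCl, 1mM EDTA, 1mM DTT, pH 7.5) received compound, then a probe mix of 5 nM fluorescein-DNA and 100nM Texas-615-DNA. Fluorescence polarization was read for both dyes.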
GLS inh = blocks human kidney-isoform glutaminase activity | 410,000 compounds, 0.21% hits | Potency, µM (highest dose often 45.5 µM), inactives show at the top dose activity change, negative = inhibition, usual class: inhibitors | GLS enzymatic activity, qHTS titration | AID 624170; further: potency means the concentration at half of the fitted maximal effect; on the % scale 0 is the no-effect control and ±100 the full control effect
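Human kidney-isoform GLS in 45 mM KH2PO4 pH 8.2, 0.02% Tween-20, with compound, started with 1mM L-Glutamine (added stock). Glutamate oxidase/HRP/Amplex red coupled fluorescence read at start and after 30 min at RT.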
BAZ2B block = blocks human BAZ2B. Potency, µM (doses to about 114 µM), for inactives: top-dose activity change, negative = inhibition, most hits filed as inhibitors. 360,000 compounds, 4.4% hits. AlphaScreen BAZ2B-H3K14Ac peptide displacement; further: potency means the concentration at half of the fitted maximal effect; on the % scale 0 is the no-effect control and ±100 the full control effect; nearly all actives have a fitted effect of over 60% in size
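Compounds, titrated to a top concentration of 110 uM, were incubated 30 min at room temperature with preformed BAZ2B/acetyl-K14 H3 peptide complex (50 nM each). Proximity signal was measured by AlphaScreen after 20 min with beads.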
JMJD2A Tudor inh = JMJD2A Tudor domain (human) inhibition. O75164. AlphaScreen JMJD2A-Tudor / H3K4me3 peptide binding. Potency, µM (series often up to 114 µM), for inactives: top-dose activity change, negative = inhibition, most hits filed as inhibitors. 390,000 compounds, 4.4% hits; further: potency means the concentration at half of the fitted maximal effect; on the % scale 0 is the no-effect control and ±100 the full control effect; nearly all actives have a fitted effect of over 50% in size
HP1b binding inh = blocks HP1-beta chromodomain binding to methylated histone tails. P83916. AlphaScreen HP1-beta / biotin-H3K9me3 peptide binding. Potency, µM (doses to about 114 µM), for the others: at the top dose activity change, negative = inhibition, most hits filed as inhibitors. 390,000 compounds, 0.56% hits; further: potency means the concentration at half of the fitted maximal effect; nearly all actives have a fitted effect of over 70% in size; inactives centre near 23
Target sequence (P83916 whole entry, looked up): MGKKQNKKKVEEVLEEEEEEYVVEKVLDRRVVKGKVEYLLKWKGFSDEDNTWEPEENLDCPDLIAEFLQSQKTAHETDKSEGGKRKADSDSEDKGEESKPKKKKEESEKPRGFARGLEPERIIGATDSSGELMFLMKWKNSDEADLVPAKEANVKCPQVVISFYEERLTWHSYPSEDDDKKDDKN
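HP1-beta protein (50 nM final) preincubated 30 min at room temperature with biotinylated H3(1-18)K9me3 peptide (50 nM) in PBS pH 7.4, 0.01% Tween-20, then compound added for 30 min. AlphaScreen streptavidin donor/nickel chelate acceptor beads (10 ug/mL final), 30 min dark, luminescence read.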
Tb PGK inh = blocks T. brucei phosphoglycerate kinase. 380,000 compounds, 0.043% hits. PGK/GAPDH coupled, Kinase-Glo luminescence, 60 min. P07378. Potency, µM (titrated, usually from 57.5 µM), for the others: at the highest dose activity change, negative = inhibition, most hits filed as inhibitors; further: potency means the concentration at half of the fitted maximal effect; on the % scale 0 is the no-effect control and ±100 the full control effect; nearly all actives have a fitted effect of over 60% in size
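Luminescent ATP detection (Kinase-Glo Plus) follows a 60-minute room-temperature incubation, with wells lacking PGK as controls. Buffer: 100 mM TEA (pH 7.6), 5 mM MgCl2, 0.01% Tween-20. Coupling enzyme GAPDH (100 nM final) supplies unstable 1,3-BPG in-well.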
* marks the source's active call; other numbers are inactive results; i = inactive; ? = inconclusive; / = not tested or not shown; & = joins results of further samples; [ ] = dose if it differs, or a comment. Unless noted, the call rests on the fitted dose curve; in most records, active means well fitted curve in the direction sought with a large enough effect; inconclusive means small, poorly fitted or top-dose-only effect, or another doubt; inactive means no such curve, though single readings can be large; an effect the other way counts as inactive or inconclusive. Random draw from the library; 11% or so of the library scored in one or more.

Pin1 inhibitor | PI4K2A inh | G9a inh | ERG-DNA inh | GLS inh | BAZ2B block | JMJD2A Tudor inh | HP1b binding inh | Tb PGK inh | Molecule
-6% | 4 | -14% | 7% | 1% | -15% | -5% | 15% | 0% | CCn1c(=O)c2sccc2n(CC(=O)NCCC2=CCCCC2)c1=O
-8% | 0 | -11%[59 µM] | 0% | -9% | 2% | -6% | 39%[activator] | 0% | Cc1cc(C)n(CCC(=O)N2CCN(S(=O)(=O)c3ccccc3)CC2)n1
-5% | -3 | 18%[59 µM] | 13% | 2% | 5% | -4% | 25% | -15% | CN(C)S(=O)(=O)Nc1cc(F)cc(F)c1
-5% | 4 | -25%[59 µM] | -8% | -8% | -24% | ? | 3% | i | COc1ccc(CCNC(=O)c2ccc3c(c2)nc(C)n3-c2ccc(Br)cc2)cc1OC
8% | -7 | 5%[0.501 µM] | 1% | 0% | ? | -23% | 22% | 9% | CNC(=O)c1[nH]cnc1C(=O)Nc1ccccc1
-7% | -3 | 5%[59 µM] | 3% | -1% | -1% | -4% | 34% | i | CCCCN(C(=O)Nc1ccccc1)C1CCS(=O)(=O)C1 (stereo unspecified)
? | -3 | 27% | -5% | -2% | ? | ? | 25% | -1% | CCn1cc(C(=O)O)c(=O)c2cc(F)c(N3CCN(S(=O)(=O)c4ccc(NC(=O)OC)cc4)CC3)cc21
3% | -1 | 8%[59 µM] | -9% | -2% | -10% | -8% | 4% | 3% | O=C(Cc1cccc2ccccc12)Nc1nc(-c2cccc([N+](=O)[O-])c2)cs1
-9% | 0 | -4% | 13% | 4% | -9% | -18% | 26% | -2% | O=C(O)CC1(CC(=O)NCc2cccc(Cl)c2)CCCCC1
4% | 0 | -7%[0.501 µM] | 2% | 10% | 7% | -18% | 20% | -7% | COc1ccc(/C=C(/NC(=O)c2cccs2)C(=O)NC(C)(C)C)cc1OC
-2% | -2 | -43% | / | -2% | -21% | -1% | 32% | 6% | O=C(NCCCN1CCOCC1)c1ccc(S(=O)(=O)N2CCOCC2)cc1
-7% | -10 | 22%[2.33 µM] | -2% | -1% | 79µM* | ? | 35% | -2% | CC(C)(C)OC(=O)CNC(=O)c1nc[nH]c1C(=O)N1CCNCC1
1% | -3 | 5% | 8% | 8% | 26% | 1% | 22% | -19% | O=C(CN1CCN(C(=O)c2ccco2)CC1)Nc1ccc(Br)cc1
1% | 3 | -32% | -1% | 5% | ? | -28% | 2% | -9% | O=C(N/N=C1\C2CN3CCN(C2)CC1(c1ccccc1)C3)Nc1ccccc1
1% | 4 | 7%[59 µM] | -19% | 4% | -4%[57.1 µM] | -11% | 20% | 7% | O=C(NC1CCCC1)C(c1ccc(F)cc1)N(Cc1ccc(F)cc1)C(=O)c1ccn[nH]1 (stereo unspecified)
8% | -5 | ? | 2% | -1% | -27% | -24% | 40% | -2% | O=C1CC(/C=C/c2ccc(Cl)cc2)=Nc2ccccc2N1
-9% | 0 | 11% | -6% | -9% | / | -11% | 23% | -7% | O=C(COC(=O)Cc1n[nH]c(=O)c2ccccc12)Nc1ccc(Cl)cc1F
1% | -3 | 0% | -12% | 5% | -23% | -19% | 30% | 7% | CN(C)c1nc2c(c(=O)[nH]c(=O)n2C)n1CCCc1ccccc1
-1% | -1 | 13%[59 µM] | 0% | 29% | 3% | -17% | 28% | -9% | CCC1=NC(c2ccccc2Cl)N(O)C1(C)C (stereo unspecified)
1% | -4 | -7%[12.7 µM] | -1% | 3% | -4% | -4% | 23% | 1% | CC(C)C(=O)Nc1cccc(C(=O)NCCc2ccc(S(N)(=O)=O)cc2)c1
0% | 2 | 26% | 9% | 0% | 0% | -14% | 14% | -2% | COc1cccc(CN2CCN(CCCc3ccccc3)C(CCO)C2)c1OC (stereo unspecified)
-10% | 0 | -14% | / | -6% | 9% | -23% | 18% | -1% | Cc1ccc(N(C(C)C(=O)Nc2cc(Cl)ccc2Oc2ccccc2)S(C)(=O)=O)cc1 (stereo unspecified)
2% | 0 | 13%[59 µM] | -4% | 21% | -3% | -19% | 22%[57 µM] | 0% | CC1CCN(S(=O)(=O)c2cc(C(=O)NCc3ccc(F)cc3)n(C)c2)CC1
1% | 1 | 22%[12.7 µM] | 3% | -5% | -18% | -8% | 25% | -2% | O=C(N/N=C/c1cc2ccccc2[nH]1)c1ccccc1Cl
-8% | 6 | -20%[12.7 µM] | 5% | 5% | -6% | -16% | 17% | -16% | O=C(O)c1ccc(F)c(S(=O)(=O)Nc2ccccc2Cl)c1
-1% | 0 | 16%[59 µM] | -5% | -10% | 8% | -13% | 20% | -10% | O=C(NCCCN1CCOCC1)c1cc(-c2ccc(Cl)cc2)on1
-6% | 0 | 116%[activator][59 µM] | 8% | 3% | -8% | -7% | 28% | -1% | CC(=O)Nc1cc(S(=O)(=O)Nc2ccccc2)c(C)cc1C
-5% | 1 | ? | -4% | -4% | -12% | 3% | 17% | i | CCCCOn1c(C)c(C(C)=O)c2c3no[n+]([O-])c3ccc21
? | 0 | -45%[12.7 µM] | -1% | 25% | 2% | -9% | 68%[activator] | -4% | COc1cc2ccc(=O)oc2cc1O
1% | 23 | -17%[12.7 µM] | -2% | 7% | -7% | -10% | 38% | 4% | COc1ccc(NC(C)=O)cc1NC(C)C(=O)Nc1ccc(F)cc1 (stereo unspecified)
0% | 0 | 4%[59 µM] | 2% | -1% | 0% | -3% | 22% | -4% | COc1ccccc1CNC(=O)Cn1ncc2c3ccccc3n(Cc3ccccc3C)c2c1=O
-2% | 7 | 15%[59 µM] | 1% | -12% | -14% | -9% | 41%[activator] | -10% | COCCn1c(SCC#N)nnc1-c1ccc([N+](=O)[O-])cc1
-4% | 0 | 27%[59 µM] | 8% | 3% | 23% | 57%[activator] | 52%[activator] | 7% | CCOC(=O)CC1ON(C)C(=O)N1c1ccc(Cl)cc1Cl (stereo unspecified)
-3%&4% | 2&18 | -2% | 12%&-4% | 1%&-17% | 50µM* | -10%&-12% | ? | 1%&2% | CC(=O)Nc1cc(NC(C)=O)cc(-c2nc3ccccc3[nH]2)c1
-1% | 1 | 5%[59 µM] | / | 9% | -3% | -3% | 19% | -6% | C/C(O)=C/c1nc2ccccc2[nH]c1=O
-8% | -2 | -8% | 8% | 0% | -14% | -12% | 16% | -7% | COc1ccc(-c2ccc(SCC(=O)NC3CCCC3)nn2)cc1OC
0% | -1 | 17%[12.7 µM] | -3% | -10% | -6% | 1% | 32% | i | Cc1ccc(-c2nnc(-c3ccc(Br)cc3)o2)o1
1% | -1 | -11%[0.501 µM] | 16% | -2% | 40µM* | 45µM* | -26% | -2% | O=C1/C(=C\c2cccc(O)c2)SC(=S)N1Cc1ccccc1
11% | 6 | 23% | ? | -5% | 2% | -7% | 52%[activator] | 0% | OC(CNc1ncnc2sccc12)c1ccccc1 (stereo unspecified)
-1% | 2 | 20% | -8% | 1% | -1% | -8% | 32% | -7% | O=C(NNC(=O)C1CCN(S(=O)(=O)c2ccccc2C(F)(F)F)CC1)c1ccccc1O
-3% | 0 | 4% | 7% | / | -5% | 9% | 26% | -3% | Cc1ccc(C(=O)Nc2cccc(C(=O)N3CCOCC3)c2)cc1
11% | 4 | 1%[59 µM] | 0% | -1% | 12% | -15% | 27% | -9% | O=C(COC(=O)c1ccc(Cl)c(S(=O)(=O)N2CCCCC2)c1)NCC1CCCCC1
-12% | -10 | -5% | -2% | -10% | ? | 56µM* | ? | -6% | O=C(NCc1ccco1)C1CCCN(c2nnc(-n3cccc3)s2)C1 (stereo unspecified)
-4% | 4 | ? | / | 11% | -1% | -27% | -16% | / | Cc1nc(-c2cccc(S(=O)(=O)N3CCOCC3)c2)cs1
1% | -2 | 38% | 10% | 1% | -4% | 1% | 30% | -3% | CN(Cc1nc2ccccc2[nH]1)C(=O)C1CCC(=O)N(C2CCCC2)C1 (stereo unspecified)
-4% | -1 | -7%[59 µM] | -5% | 10% | 4% | 2% | 25% | 10% | CC(C)CNC(=O)CSc1nnc(-c2ccccn2)n1Cc1ccccc1
-1% | 4 | 16% | -8% | 0% | 9% | -18% | 24% | 0% | O=C(CCC(=O)Nc1cccc(C(F)(F)F)c1)NCC1CCCO1 (stereo unspecified)
-8% | -2 | 11%[59 µM] | 0% | 8% | 1% | -2% | 26%[57 µM] | 9% | COc1ccc2c(c1)CC(C(=O)N1CCC(C(N)=O)CC1)CO2 (stereo unspecified)
-10% | 2 | / | 10% | 13% | / | -15% | 2% | -8% | COc1ccc(CC(=O)NNC(=O)COc2ccc(F)cc2)cc1S(=O)(=O)N1CCOCC1
-11% | -17 | -11%[59 µM] | 7% | 7% | -8% | ? | -15% | -17% | CCCCOC(=O)C1=C(C)NC(=O)NC1c1ccc([N+](=O)[O-])s1 (stereo unspecified)
-2% | -3 | -1% | 1% | 9% | -2% | -25% | 16% | -1% | Cc1csc2nc(CNC(=O)c3cccc(C(F)(F)F)c3)cn12
0% | -11 | 1%[12.7 µM] | 0% | 6% | -29% | -31% | 0% | 0% | O=C(Cn1cc(C(=O)c2ccco2)c2ccccc21)NCc1ccco1
